ERp5 inh: blocks human ERp5 reductase activity on insulin; 350,000 tested, 0.05% active; inhibition, % at 9.99 µM; ERp5 insulin aggregation, absorbance 650 nm, 90 min; Q15084;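 active = mean replicate inhibition above about 25%, with every replicate also reaching it, limit read from the data, passing the limit was not always enough; inconclusive = only one of those two criteria met; inactive = neither criterion met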
Target sequence (Q15084 whole entry, looked up): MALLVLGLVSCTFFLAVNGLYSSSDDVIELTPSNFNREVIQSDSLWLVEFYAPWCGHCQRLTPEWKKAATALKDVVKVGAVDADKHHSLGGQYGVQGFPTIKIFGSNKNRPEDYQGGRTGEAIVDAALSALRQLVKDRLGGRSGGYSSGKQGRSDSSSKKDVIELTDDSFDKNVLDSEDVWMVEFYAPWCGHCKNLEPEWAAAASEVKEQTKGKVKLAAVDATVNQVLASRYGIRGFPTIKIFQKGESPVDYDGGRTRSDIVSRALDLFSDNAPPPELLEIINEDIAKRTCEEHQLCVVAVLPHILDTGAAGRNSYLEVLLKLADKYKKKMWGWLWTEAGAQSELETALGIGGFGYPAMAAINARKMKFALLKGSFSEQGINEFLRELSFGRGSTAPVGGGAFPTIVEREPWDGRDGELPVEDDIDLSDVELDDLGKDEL
F508del corr: correctors of CFTR F508del function in bronchial epithelial cells. CFBE cells, YFP halide quenching; stimulated with forskolin plus potentiator P3; % fluorescence drop versus neutral controls. activity (quench increase), % at 7.58 µM. 350,000 tested, 0.36% active;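 active = mean added fluorescence quench of at least 8% versus neutral control, with both replicates also reaching 8%; inconclusive = only one of the mean or replicate conditions met; inactive = mean below 8% and not both replicates reaching 8%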;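 also: cells transiently co-express mutant CFTR-F508del with the halide-sensitive YFP; corrector assay measuring rescue of mutant channel to the surface after 24 h compound exposure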
SIRT5 inh: sirtuin-5 (human) deacylase inhibition; Q9NXA8; AID 652115; 330,000 tested, 1.1% active; inhibition, % at 15 µM; Purified SirT5, succinyl-peptide AMC, trypsin-coupled fluorescence; in the data active = inhibition above about 15%; inconclusive = no clear call, values can overlap the other calls
Target sequence (Q9NXA8 whole entry, looked up): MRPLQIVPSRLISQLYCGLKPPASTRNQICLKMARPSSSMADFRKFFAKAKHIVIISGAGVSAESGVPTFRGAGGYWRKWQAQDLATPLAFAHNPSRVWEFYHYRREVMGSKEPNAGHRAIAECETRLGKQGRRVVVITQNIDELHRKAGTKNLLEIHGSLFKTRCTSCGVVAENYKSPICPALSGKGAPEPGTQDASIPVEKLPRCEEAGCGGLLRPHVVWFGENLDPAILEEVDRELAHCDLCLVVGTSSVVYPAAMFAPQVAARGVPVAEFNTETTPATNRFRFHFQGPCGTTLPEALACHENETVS
DENV2 CPE: inhibitors of DENV2 cytopathic effect | DENV2-infected cells, cytopathic effect rescue, plate reader | CPE inhibition, % at 9.99 µM | 350,000 tested, 1.7% active; in the data active = CPE inhibition above about 20%, passing the limit was not always enough; inconclusive = no clear call, values can overlap the other calls; tested in BHK-21 cells;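 also: 0% = median of neutral control wells and 100% = median of positive control wells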
ERAP1 HTS inh: blocks human ERAP1 aminopeptidase activity | AID 652197 | recombinant ERAP1, Leu-AMC fluorescence, 60 min | inhibition, % at 10.7 µM | 340,000 tested, 0.15% active | Q9NZ08;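 active = mean replicate inhibition of at least 30%, or all replicates individually reaching that 30% level; inactive = mean below 30% and not every replicate reaching it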;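 also: 0% = neutral control wells and 100% = L-leucinethiol positive control wells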
CASP6 VEID inh: blocks human caspase-6 cleavage activity; purified caspase-6, Z-VEID-R110 cleavage fluorescence; inhibition, % at 12.5 µM; 350,000 tested, 0.53% active;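 active = mean inhibition across replicates at least about 35%, with every replicate also reaching that limit, limit read from the data; inconclusive = only one of the two criteria met; inactive = neither criterion met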;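 also: 0% = median of neutral control wells and 100% = no fluorescence left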
Target sequence (P55212 24-179 limits assumed): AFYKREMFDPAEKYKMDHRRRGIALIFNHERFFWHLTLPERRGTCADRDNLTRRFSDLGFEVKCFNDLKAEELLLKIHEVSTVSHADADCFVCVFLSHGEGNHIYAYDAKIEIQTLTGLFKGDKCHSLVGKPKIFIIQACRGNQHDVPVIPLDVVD
Target sequence (P55212 194-293 limits assumed): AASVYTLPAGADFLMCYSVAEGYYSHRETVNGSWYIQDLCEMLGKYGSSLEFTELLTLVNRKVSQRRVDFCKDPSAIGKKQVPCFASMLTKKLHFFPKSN
miR-122 sensor: miR-122 inhibition in Huh7 cells; Huh7 miR-122 Renilla luciferase sensor, 48 h; neutral wells = 0, positive control = 100; activation (reporter increase), % at 12.5 µM; 340,000 tested, 0.3% active;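 active = mean replicate activation score at least 90 and every replicate individually at or above 90; inconclusive = only one of the two criteria met; inactive = neither criterion met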;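 also: higher luciferase means less miR-122 activity so hits act as miR-122 inhibitors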
Numbers without * were called inactive; & = joins results of further samples; [ ] = another dose, or the depositor's remark.

Preview:
Results for O=C(Cc1ccccc1)NCc1n[nH]c(=S)n1-c1ccccc1 ?
ERp5 inh: -4; F508del corr: 2.3; SIRT5 inh: -1; DENV2 CPE: 2; ERAP1 HTS inh: 6; CASP6 VEID inh: 1

What do the screens show for `Cc1ccc(NC(=O)COC(=O)C2CCC2)cc1S(=O)(=O)N1CCCCC1`?
ERp5 inh: 1; F508del corr: 2.4; SIRT5 inh: 5; DENV2 CPE: -4; ERAP1 HTS inh: -5; CASP6 VEID inh: 0

What do the screens show for `CCC1C(C#N)=C(SCC(N)=O)NC2=C1C(=O)CC(C)(C)C2` (configuration not stated)?
ERp5 inh: 2; F508del corr: 0.8; SIRT5 inh: -1; DENV2 CPE: -2; CASP6 VEID inh: 1; miR-122 sensor: -10

Main list, from the first entry:
Results for O=C(Cc1ccccc1)NCc1n[nH]c(=S)n1-c1ccccc1 ?
ERp5 inh: -4; F508del corr: 2.3; SIRT5 inh: -1; DENV2 CPE: 2; ERAP1 HTS inh: 6; CASP6 VEID inh: 1

What do the screens show for `Cc1ccc(NC(=O)COC(=O)C2CCC2)cc1S(=O)(=O)N1CCCCC1`?
ERp5 inh: 1; F508del corr: 2.4; SIRT5 inh: 5; DENV2 CPE: -4; ERAP1 HTS inh: -5; CASP6 VEID inh: 0

What do the screens show for `CCC1C(C#N)=C(SCC(N)=O)NC2=C1C(=O)CC(C)(C)C2` (configuration not stated)?
ERp5 inh: 2; F508del corr: 0.8; SIRT5 inh: -1; DENV2 CPE: -2; CASP6 VEID inh: 1; miR-122 sensor: -10

What do the screens show for `CCOc1ccc(N(CC(=O)NCCc2ccccc2)C(=O)c2csnn2)cc1`?
ERp5 inh: 1; F508del corr: 0.0; SIRT5 inh: -3; DENV2 CPE: 1; ERAP1 HTS inh: -3; CASP6 VEID inh: 0

What do the screens show for `COc1ccc(Cc2c(-c3ccc(C#N)cc3)nc3c(Cl)cc(C(F)(F)F)cn23)c(C)c1`?
ERp5 inh: 0; F508del corr: 0.9; SIRT5 inh: -1; DENV2 CPE: -4; CASP6 VEID inh: -3

Results for CCCCNC(=O)C[C@@H]1C[C@@]2(C(=O)OC)CCCCC=C2N(CCc2ccc(OC)c(OC)c2)C1=O ?
ERp5 inh: 3; F508del corr: 4.7; SIRT5 inh: 13; DENV2 CPE: -9; ERAP1 HTS inh: -4; CASP6 VEID inh: 2

Results for C[C@H](CO)N1C[C@H](C)[C@@H](CN(C)S(=O)(=O)c2cn(C)cn2)Oc2c(NC(=O)NC3CCCCC3)cccc2C1=O ?
ERp5 inh: 1; F508del corr: 0.3; SIRT5 inh: 1; DENV2 CPE: inconclusive; ERAP1 HTS inh: 1; CASP6 VEID inh: -2; miR-122 sensor: 4[16.7 µM]

What do the screens show for `O=C(Nc1nnc([C@@H]2C[C@H](O)[C@@H](CO)O2)s1)c1cccs1`?
ERp5 inh: -5; F508del corr: -1.3; SIRT5 inh: 2; DENV2 CPE: -6; ERAP1 HTS inh: 2; CASP6 VEID inh: -1; miR-122 sensor: -3

What do the screens show for `COc1ccccc1C(=O)NC1CCN(C(=S)NCCc2ccccc2)CC1`?
ERp5 inh: 0; F508del corr: -0.6; SIRT5 inh: -1; ERAP1 HTS inh: -1; CASP6 VEID inh: -1

What do the screens show for `S=C(Nc1ccc2nccnc2c1)N1CCOCC1`?
ERp5 inh: -7; F508del corr: -0.5; SIRT5 inh: -1; DENV2 CPE: 7; ERAP1 HTS inh: 2; CASP6 VEID inh: 9; miR-122 sensor: -4

Results for COc1ccc(OC)c(/C=N/NC(=O)CNC(=O)c2cccc3ccccc23)c1 ?
ERp5 inh: -4; F508del corr: -1.9; SIRT5 inh: -15; DENV2 CPE: -1; ERAP1 HTS inh: -3; CASP6 VEID inh: -4; miR-122 sensor: -10

Results for Cc1nc2ccc(NC(=O)CCC3CCCC3)cc2s1 ?
ERp5 inh: 9; F508del corr: 0.2; SIRT5 inh: -4; DENV2 CPE: -2; ERAP1 HTS inh: 0; CASP6 VEID inh: 81*; miR-122 sensor: 3

What do the screens show for `O=C(COC(=O)CC1CCCC1)Nc1ccc(OC(F)F)cc1`?
ERp5 inh: -5; F508del corr: -3.0; SIRT5 inh: 4; DENV2 CPE: -6; ERAP1 HTS inh: 1; CASP6 VEID inh: -1; miR-122 sensor: -8

What do the screens show for `CC(C)c1cccc(C2=CC(=O)C[C@H](c3ccc4c(c3)OCO4)C2)c1`?
ERp5 inh: 4; F508del corr: -0.5; DENV2 CPE: 3; ERAP1 HTS inh: 1; CASP6 VEID inh: -6; miR-122 sensor: 4

Results for CC1(C)NC(=O)N(CC(=O)N2CCN(c3ccc([N+](=O)[O-])cc3)CC2)C1=O ?
ERp5 inh: 0; F508del corr: -2.7; SIRT5 inh: -1; DENV2 CPE: 0; ERAP1 HTS inh: 1; CASP6 VEID inh: -1

How did O=C(Cc1ccccn1)N[C@@H]1CC[C@@H](CC(=O)N2CCCCC2)O[C@H]1CO do in these assays?
ERp5 inh: 0; F508del corr: -0.8; SIRT5 inh: 3; DENV2 CPE: 0; ERAP1 HTS inh: -1; CASP6 VEID inh: -1

Results for CCOc1ccc(C2CC(c3cccc(Cl)c3)n3nc(N)nc3N2)cc1 (configuration not stated) ?
ERp5 inh: -4; F508del corr: -3.1; DENV2 CPE: -3; ERAP1 HTS inh: 0; CASP6 VEID inh: 2; miR-122 sensor: -3

What do the screens show for `CC(=O)N/C(=N/c1nc(C)cc(C)n1)Nc1ccc(C)cc1C`?
ERp5 inh: 4; F508del corr: 0.6; SIRT5 inh: 0; DENV2 CPE: 0; ERAP1 HTS inh: -4; CASP6 VEID inh: -5; miR-122 sensor: 10

Results for COc1ccc(-c2csc3nc(C(C)C)oc(=O)c23)cc1OC ?
ERp5 inh: 5; F508del corr: -3.1; SIRT5 inh: 24*; DENV2 CPE: 2; ERAP1 HTS inh: -3; CASP6 VEID inh: 1; miR-122 sensor: -2

Results for Cc1noc(C)c1S(=O)(=O)Nc1ccc2c(c1)C(=O)N([C@H](C)CO)C[C@H](C)[C@H](CN(C)S(=O)(=O)c1cn(C)cn1)OCCCC[C@@H](C)O2 ?
ERp5 inh: 7; F508del corr: -2.0; SIRT5 inh: -2; DENV2 CPE: -9; ERAP1 HTS inh: 1; CASP6 VEID inh: -4; miR-122 sensor: 4[16.7 µM]

Results for C[C@]12CS(=O)(=O)C[C@H]1SC(=S)N2c1ccccc1 ?
ERp5 inh: 1; F508del corr: -1.9; SIRT5 inh: -5; DENV2 CPE: 7; ERAP1 HTS inh: -3; CASP6 VEID inh: -1

How did COc1ccc(CC(=O)Nc2ccc(S(=O)(=O)Nc3onc(C)c3C)cc2)cc1OC do in these assays?
ERp5 inh: -3; F508del corr: 3.0; SIRT5 inh: 5; DENV2 CPE: 2; ERAP1 HTS inh: -3; CASP6 VEID inh: 4

What do the screens show for `C[C@H]1CN([C@@H](C)CO)C(=O)c2cccc(NC(=O)c3ccncc3)c2O[C@@H]1CN(C)CC1CC1`?
ERp5 inh: -3; F508del corr: 0.1; SIRT5 inh: 4; DENV2 CPE: -6; ERAP1 HTS inh: 4; CASP6 VEID inh: -1; miR-122 sensor: 11[16.7 µM]

Results for CCOC(=O)C1=C(C)NC(=O)CC1c1cc2c(cc1[N+](=O)[O-])OCO2 (configuration not stated) ?
ERp5 inh: 3; F508del corr: -0.3; SIRT5 inh: -6; DENV2 CPE: -2; ERAP1 HTS inh: 1; CASP6 VEID inh: 11; miR-122 sensor: 9

What do the screens show for `C[C@H]1CN([C@@H](C)CO)C(=O)c2cc(C#CCC3CCCC3)cnc2O[C@@H]1CN(C)C(=O)c1cnccn1`?
ERp5 inh: 3; F508del corr: -0.8; SIRT5 inh: -1; DENV2 CPE: -9; ERAP1 HTS inh: -1; CASP6 VEID inh: 1; miR-122 sensor: -3[16.7 µM]

Results for O=C(Nc1cccn2nc(COCCO)nc12)C(c1ccccc1)c1ccccc1 ?
ERp5 inh: -6; F508del corr: 2.0; SIRT5 inh: -1; DENV2 CPE: -1; ERAP1 HTS inh: -1; CASP6 VEID inh: 0; miR-122 sensor: -5

How did Cn1c(=O)oc2cc(S(=O)(=O)N3CCC(C(=O)NCCc4ccccc4)CC3)ccc21 do in these assays?
ERp5 inh: -1; F508del corr: -5.0; ERAP1 HTS inh: -1; CASP6 VEID inh: -2

Results for C[C@@H]1CN([C@@H](C)CO)C(=O)c2cc(NC(=O)NC3CCCCC3)ccc2O[C@H]1CN(C)S(C)(=O)=O ?
ERp5 inh: 1; F508del corr: 1.5; SIRT5 inh: -6; ERAP1 HTS inh: -1; CASP6 VEID inh: 0; miR-122 sensor: -2[16.7 µM]

Results for O=C(COC(=O)c1ccc(O)cc1O)NC1CCS(=O)(=O)C1 (configuration not stated) ?
ERp5 inh: -7; F508del corr: -1.5; SIRT5 inh: 1; DENV2 CPE: 1; ERAP1 HTS inh: -1; CASP6 VEID inh: 1; miR-122 sensor: -2

What do the screens show for `CCNC(=O)[C@H]1[C@H](CO)[C@H]2Cn3c(ccc(C4=CCCCC4)c3=O)[C@@H]1N2Cc1ccncc1`?
ERp5 inh: 0; F508del corr: -0.9; SIRT5 inh: -10; DENV2 CPE: -4; ERAP1 HTS inh: -1; CASP6 VEID inh: -1; miR-122 sensor: 6[16.7 µM]

Results for COc1ccc(C(CNC(=O)c2cccc(S(=O)(=O)Nc3ccccc3OC)c2)N2CCOCC2)cc1 (configuration not stated) ?
ERp5 inh: -5; F508del corr: 1.0; SIRT5 inh: -1; DENV2 CPE: -6; ERAP1 HTS inh: 1; CASP6 VEID inh: -2; miR-122 sensor: -1

What do the screens show for `C[C@@H]1CN([C@H](C)CO)C(=O)c2cccc(NC(=O)C3CCOCC3)c2O[C@@H]1CN(C)Cc1ccc(C(=O)Nc2ccccc2N)cc1`?
ERp5 inh: 8; F508del corr: 0.9; SIRT5 inh: 16*; DENV2 CPE: 47*; ERAP1 HTS inh: -5; CASP6 VEID inh: 2; miR-122 sensor: 14[16.7 µM]

What do the screens show for `COc1ccc(CC(=O)Nc2ccc(S(=O)(=O)N3CCCC3)cc2)cc1OC`?
ERp5 inh: 0; F508del corr: -7.0; SIRT5 inh: -6; DENV2 CPE: 1; ERAP1 HTS inh: -1; CASP6 VEID inh: 1; miR-122 sensor: -9

How did COc1cccc(-c2ccc3n(c2=O)C[C@@H]2[C@@H](CO)[C@H](C(=O)NC4CCCC4)N[C@H]32)c1 do in these assays?
ERp5 inh: -14; F508del corr: 1.3; SIRT5 inh: -20; DENV2 CPE: 2; ERAP1 HTS inh: 1; CASP6 VEID inh: -2; miR-122 sensor: -3[16.7 µM]

Results for O=C(C[C@H]1CC[C@@H](NC(=O)Cc2cccnc2)[C@@H](CO)O1)NCc1ccc2c(c1)OCO2 ?
ERp5 inh: -5&4; F508del corr: 0.9&4.2; SIRT5 inh: 0; DENV2 CPE: 20&5; ERAP1 HTS inh: 2&-3; CASP6 VEID inh: 2&-4; miR-122 sensor: 5[16.7 µM]

What do the screens show for `CN1CCN(/N=C/c2ccc(N(c3ccccc3)c3ccccc3)cc2)CC1`?
ERp5 inh: 1; F508del corr: -1.0; SIRT5 inh: 0; DENV2 CPE: -1; ERAP1 HTS inh: -1; CASP6 VEID inh: 1; miR-122 sensor: -13

How did C[C@H](CO)N1C[C@H](C)[C@@H](CN(C)Cc2ccccc2)Oc2ccc(NC(=O)Nc3ccc(F)cc3)cc2CC1=O do in these assays?
ERp5 inh: 2; F508del corr: -0.6; SIRT5 inh: 5; DENV2 CPE: 1; ERAP1 HTS inh: 0; CASP6 VEID inh: -3; miR-122 sensor: -14[16.7 µM]
